TNAP inh noacc = inhibitors of human TNAP without phosphate acceptor | purified TNAP, CDP-star luminescence, 30 min | actives 0.26% (n = 200,000) | inhibition, % at 20 µM | P05186;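 active = tissue-nonspecific alkaline phosphatase inhibition above about 50% at 20 µM in the single-dose screen, limit read from the data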;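 also: 0% = DMSO negative control and 100% = EDTA positive control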
Diaphorase inh = counter-screen for diaphorase-based assays: diaphorase inhibitors and chemical oxidizers; diaphorase resazurin-to-resorufin fluorescence, NADH, 16 min; bacterial (C. kluyveri) enzyme, not human; actives 0.69% (n = 190,000); inhibition, % at 20 µM;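 active = primary screen inhibition at 20 µM above a set limit, cut at about 50% in these data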;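 also: plate controls were DMSO with full reaction for no effect and wells lacking NADH for full effect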
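Test system: diaphorase enzyme from Clostridium kluyveri; amount: diaphorase at 0.14 U/mL in enzyme working solution; detection: fluorescence of resorufin formed from resazurin, Ex 544/Em 590 nm; times: reaction incubation of 16 min at room temperature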
PMI act = increases human mannose-6-phosphate isomerase activity | P34949 | activation factor at 20 µM | actives 0.005% (n = 190,000) | purified human PMI, coupled resazurin fluorescence, 20 min; stronger effect = higher value; 1 = vehicle control, 0 substrate-free wells;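 active = activation factor of 2 or more at 20 µM, relative to plate controls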
Target sequence (P34949 whole entry, looked up): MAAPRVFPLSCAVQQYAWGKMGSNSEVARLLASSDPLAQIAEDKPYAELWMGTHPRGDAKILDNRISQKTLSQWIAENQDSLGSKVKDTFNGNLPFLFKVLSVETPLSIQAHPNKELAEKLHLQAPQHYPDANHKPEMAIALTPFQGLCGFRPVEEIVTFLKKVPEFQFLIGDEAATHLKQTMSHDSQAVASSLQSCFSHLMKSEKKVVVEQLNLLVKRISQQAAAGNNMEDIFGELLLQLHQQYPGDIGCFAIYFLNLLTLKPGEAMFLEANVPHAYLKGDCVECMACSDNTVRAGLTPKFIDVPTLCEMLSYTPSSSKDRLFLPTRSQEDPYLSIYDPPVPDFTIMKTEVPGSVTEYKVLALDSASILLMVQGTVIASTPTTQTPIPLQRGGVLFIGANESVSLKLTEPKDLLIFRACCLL
TNAP inh hi DEA = TNAP (human) inhibition, high acceptor | purified TNAP, CDP-star luminescence, 1 M DEA | actives 0.03% (n = 200,000) | AID 1135 | inhibition, % at 20 µM | P05186;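 active = over 50% inhibition of tissue-nonspecific alkaline phosphatase at 20 µM in the single-dose screen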;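 also: plate controls were DMSO wells for no effect and EDTA-quenched wells as full inhibition for full effect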
Diaphorase act = counter-screen for diaphorase-based assays: diaphorase activators and chemical reducers | Diaphorase/resazurin coupled assay, resorufin fluorescence, 16 min; stronger effect = higher value; 1 = vehicle wells, 0 = NADH-free wells | activation factor at 20 µM | actives 0.005% (n = 190,000);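 active = diaphorase activity raised at least twofold by the compound at 20 µM; inactive = activation factor below 2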
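Measured by – red resorufin fluorescence at 544/590 nm excitation/emission · Test system – Clostridium kluyveri diaphorase, purified enzyme · Incubation – reaction time 16 min, room temperature · Buffer or medium – 50 mM HEPES pH 7.4 with 4.542 mM MgCl2, 0.005% Tween 20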
TNAP act hi DEA = increases human TNAP activity under high phosphate acceptor concentration | P05186 | purified TNAP, CDP-star luminescence, 1 M DEA, 30 min; stronger effect = higher value; 0 = EDTA background, 1 = DMSO-only activity | activation factor at 20 µM | 200,000 tested, under 10 active | AID 1136;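 active = activation factor at least 2 at 20 µM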
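Dosing: 20 µM single point. System: human TNAP. Amount: TNAP 1/800 final. Incubation: 30 min, room temperature. Read-out: TNAP activation factor scaled between EDTA and DMSO control wells. Signal: luminescence from CDP-star hydrolysis. Medium: 1 M DEA, pH 9.8, Mg2+, Zn2+. Control set: EDTA negative control, DMSO positive control.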
FLuc stim CS = affects firefly luciferase, flagging false hits in luciferase stimulation screens. P08659. ATPlite luciferase biochemical, luminescence, 10 min; 0 = ATP-free wells, 1 = DMSO control. activation factor at 10 µM. 200,000 tested, under 10 active. AID 1027;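 active = luciferase activation factor, scaled between plate controls, of at least 2 with compound at 10 µM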
Target sequence (P08659 whole entry, looked up): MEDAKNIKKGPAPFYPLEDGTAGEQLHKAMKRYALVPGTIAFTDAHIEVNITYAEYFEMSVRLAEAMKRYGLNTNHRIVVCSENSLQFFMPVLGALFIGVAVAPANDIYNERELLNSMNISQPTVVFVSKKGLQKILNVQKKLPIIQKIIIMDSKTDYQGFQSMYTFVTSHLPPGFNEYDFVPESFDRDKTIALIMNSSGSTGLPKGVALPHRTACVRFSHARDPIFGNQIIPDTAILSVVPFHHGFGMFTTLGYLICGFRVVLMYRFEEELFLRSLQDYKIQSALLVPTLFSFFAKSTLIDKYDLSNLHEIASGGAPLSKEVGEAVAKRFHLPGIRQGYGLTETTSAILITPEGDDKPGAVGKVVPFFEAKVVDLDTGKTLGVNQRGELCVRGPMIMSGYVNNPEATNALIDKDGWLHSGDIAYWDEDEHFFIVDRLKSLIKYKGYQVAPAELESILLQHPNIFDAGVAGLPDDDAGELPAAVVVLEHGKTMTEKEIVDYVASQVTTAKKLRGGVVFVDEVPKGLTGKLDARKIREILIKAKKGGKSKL
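System: Luciferase/luciferin detection reagent, cell-free biochemical luciferase assay | Medium: PBS buffer for ATP | Dosing: Test compounds dosed from 2 mM stocks in 100% DMSO | Timing: 10 min at ambient temperature | Signal: Luminescence measurement of luciferase light output | Evaluation: Luciferase activation, seen as luminescence increase over controls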
HMGR II inh = inhibitors of class II HMG-CoA reductase from Enterococcus faecalis; purified E. faecalis HMGR, NADPH absorbance 340 nm kinetic; inhibition, % at 10 µM; actives 0.41% (n = 190,000);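 active = inhibition above a set limit, the median over all tested compounds plus 3 SD, cut at about 9.5% in these data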;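 also: enzyme runs in reverse so mevalonate oxidation gives rising NADPH absorbance; 0% = complete reaction with DMSO and 100% = background rate lacking mevalonate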
PMI act satM6P = increases human PMI activity with near-saturating mannose 6-phosphate. coupled PMI enzyme assay, resazurin fluorescence, 20 min; stronger effect = higher value; 1 = untreated enzyme, 0 = substrate-free blank. actives 0.34% (n = 190,000). activation factor at 20 µM. P34949;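 active = activation factor of 2 or more at 20 µM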
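Test system: human phosphomannose isomerase with PGI, G6PDH, diaphorase coupling enzymes / Doses: 20 µM compound, 1% DMSO / Times: enzyme reaction with compound 20 min at room temperature / Measured by: Diaphorase-driven resazurin-to-resorufin fluorescence, excitation 544, emission 590 nm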
G6PDH counter = counter-screen for G6PDH assay hits: L. mesenteroides G6PDH inhibition. Purified L. mesenteroides G6PDH, diaphorase/resazurin coupled fluorescence, 45 min. inhibition, % at 5 µM. actives 0.12% (n = 200,000); in the data active = inhibition above about 50%
Active calls of the source: *; · = no result given.

Every second line gives: TNAP inh noacc	Diaphorase inh	PMI act	TNAP inh hi DEA	Diaphorase act	TNAP act hi DEA	FLuc stim CS	HMGR II inh	PMI act satM6P	G6PDH counter
> CC(C)CCNC(=O)c1cccnc1Sc1ccccc1
  20	21	0.9	-2	0.8	1	1.1	0	1	-10
> COc1ccc(C)cc1NC(=O)COC(=O)c1ccc(OCc2ccc(Cl)cc2Cl)c(OC)c1
  -14	6	1	-3	0.9	1	1	-1	1.1	-2
> CCCCn1c(SCC(=O)NCc2ccccc2)nc2ccc(N3CCOCC3)cc2c1=O
  -14	19	1.2	-2	0.8	1	1	-3	1.5	-45
> O=C1OC(c2cccs2)=N/C1=C\c1ccc(-c2cccc(Cl)c2)o1
  16	21	0.9	2	0.8	1	1	-1	1	-44
> CCCn1c(N2CCN(CC(=O)Nc3ccc4c(c3)OCCO4)CC2)nc2ccccc21
  1	27	0.8	-5	0.7	1.1	1	-2	0.9	-14
> CCOc1ccc(CN2CCC(C(=O)N3CCN(c4ccccc4F)CC3)CC2)cc1OC
  -14	16	0.9	-4	0.8	1	1.1	-4	0.9	-20
> O=C1c2cccnc2C(=O)N1Cc1ccco1
  -9	4	0.9	-5	1	1.1	1	-2	1	5
> Nc1nc(SCC(=O)c2ccc(Br)s2)n[nH]1
  -19	8	1	0	0.9	1	1	-1	1	2
> CCOC(=O)c1c(OCCO)noc1N
  -6	9	0.9	-5	0.9	1.1	1.1	-2	1	-1
> CC(=O)c1sc(NC(=O)C(C)(C)C)nc1C
  -14	4	1.1	-4	1	1	1	0	1	2
> CC1CCN(c2oc(Cc3cccc4ccccc34)nc2C#N)CC1
  -21	20	0.9	-11	0.8	1.1	1.1	-7	0.9	-2
> CCCCOC(=O)c1ccc(NC(c2ccc(C)cc2)P(=O)(OC)OC)cc1 (stereo not drawn)
  -3	30	0.9	-3	0.7	1	1	-4	0.8	0
> CCn1c(C(C)C)n[nH]c1=S
  -3	16	1	-6	0.8	1.1	1.1	-2	1	8
> O=C1NC(Nc2ccccn2)(C(F)(F)F)C(=O)N1c1ccc(F)cc1 (stereo not drawn)
  -6	11	1	-6	0.9	1.1	1.1	-1	1	5
> O=C(c1cc2ccccc2c(=O)o1)N1CCCC1
  -12	13	1	-7	0.9	1.1	1.1	-5	1	-2
> CCC1CCc2sc(C(=O)O)cc2C1 (stereo not drawn)
  -8	14	1	-6	0.9	1.1	1	3	1	1
> Cc1cccc2cc(CN(CCN3CCOCC3)C(=O)NCc3ccccc3)c(=O)[nH]c12
  -9	5	0.9	0	0.9	1	1.1	-4	1	1
> CC1(C)CC(=O)C2=C(C1)OC(N)=C(C#N)C2C#Cc1ccccc1 (stereo not drawn)
  -7	6	1	-1	0.9	1	1	-3	1	19
> Clc1ccc(Cn2nnc(-c3ccc(N4CCOCC4)cc3)n2)cc1
  -16	17	1	-7	0.8	1.1	1.1	-2	0.9	1
> Cc1nc(N2CCOCC2)nc(N2CCN(c3ccccc3)CC2)c1[N+](=O)[O-]
  2	18	1.1	-3	0.8	1	1.1	-2	1	7
> O=C(Nc1ccccc1F)c1ccc(CSc2ncccn2)cc1
  -14	6	0.9	-1	0.9	1	0.8	-1	1	7
> COc1ccc(C(=O)N[C@H](C(=O)Nc2ccc(OC)nc2)C(C)C)cc1
  -7	8	1	-1	0.9	1	1	-3	1	4
> S=C(NCc1ccco1)Nc1ccc(Cl)c(Cl)c1
  -2	14	0.7	2	0.9	1	1	1	0.8	14
> OC(COC(c1ccccc1)c1ccccc1)CN1CCc2ccccc2C1 (stereo not drawn)
  -4	4	1	-4	1	1	1	1	1.1	-3
> CCOC(=O)C1CCN(S(=O)(=O)c2ccc(C)c(C)c2)CC1
  -7	·	·	-2	·	1	1	-2	·	0
> O=C(CN1CCC(n2nnc3cc(C(F)(F)F)ccc32)CC1)N1CCc2ccccc21
  -11	22	0.9	-6	0.8	1.1	1	-1	0.9	2
> CN1C2C=C3C(C#N)=C(N)C(C#N)(C#N)[C@@H](c4ccsc4)[C@@H]3C1CC2 (stereo partly drawn)
  -13	15	0.9	-2	0.9	1	1.1	-1	0.9	2
> CCCn1c(=O)[nH]c(=O)c2c(C(F)(F)F)cc(-c3ccc(C)cc3)nc21
  -12	-2	1	2	1	1	1	-6	1	-2
> COc1ccc2[nH]c3c(Cl)ncnc3c2c1
  0	6	0.9	4	0.9	1	0.9	-2	1	1
> CSc1nnc(C(C)c2ncc(C(F)(F)F)cc2Cl)n1C (stereo not drawn)
  6	10	1.1	-6	0.9	1.1	1	-5	1.1	6
> CC(=O)Nc1ccc(/C=C/c2ccc3c([N+](=O)[O-])cccc3n2)cc1
  8	5	1.2	6	0.9	0.9	0.8	-3	1.2	1
> CCOc1ccc(-c2nnc(-c3cccnc3)o2)cc1OCC
  -1	-18	1.1	-6	1.2	1.1	1.1	1	1.1	6
> CCCOc1ccc(/C=N/NC(=O)C(C)Sc2ccccn2)cc1OCC (stereo not drawn)
  -8	0	0.9	-3	1	1	1.1	4	1	6
> Cn1c(=O)cc(SCC(=O)N2CCN(Cc3ccc4c(c3)OCO4)CC2)c2ccccc21
  -8	9	0.9	-4	0.9	1	1	0	0.9	2
> COc1ccccc1C(=O)Nc1c(C)n(C)n(-c2ccccc2)c1=O
  -11	-2	1	-6	1	1.1	1	-6	1	13
> Cc1ccc(S(=O)(=O)/N=C2\SC(CC(=O)Nc3ccc(F)cc3)C(=O)N2c2ccccc2)cc1 (stereo not drawn)
  13	6	1	-3	0.9	1	1	3	1	12
> NC(=O)C1=C[C@@H](c2csc3ccccc23)C[C@@H](OCCCCO)O1
  -2	37	0.7	0	0.6	1	1	-5	0.4	19
> COc1ccc(-c2csc(NC(=O)c3ccco3)n2)cc1
  -11	3	1.2	-5	1	1.1	0.8	-4	1.2	6
> O=S(=O)(Nc1ccc2c(c1)nc1n2CCN(Cc2ccccc2)C1)c1ccccc1
  -3	9	1.5	-1	0.9	1	1	-7	1.9	6
> CC1CCCN(C(=S)Nc2ccc(F)cc2)C1 (stereo not drawn)
  -7	-15	1	-5	1.1	1.1	1	2	1	13

In another format: results already given.
structure	TNAP inh noacc	Diaphorase inh	PMI act	TNAP inh hi DEA	Diaphorase act	TNAP act hi DEA	FLuc stim CS	HMGR II inh	PMI act satM6P	G6PDH counter
COc1ccccc1C(=O)Nc1c(C)n(C)n(-c2ccccc2)c1=O	-11	-2	1	-6	1	1.1	1	-6	1	13
Cc1ccc(S(=O)(=O)/N=C2\SC(CC(=O)Nc3ccc(F)cc3)C(=O)N2c2ccccc2)cc1 (stereo not drawn)	13	6	1	-3	0.9	1	1	3	1	12
NC(=O)C1=C[C@@H](c2csc3ccccc23)C[C@@H](OCCCCO)O1	-2	37	0.7	0	0.6	1	1	-5	0.4	19
COc1ccc(-c2csc(NC(=O)c3ccco3)n2)cc1	-11	3	1.2	-5	1	1.1	0.8	-4	1.2	6

Next part:
Every second line gives: TNAP inh noacc	Diaphorase inh	PMI act	TNAP inh hi DEA	Diaphorase act	TNAP act hi DEA	FLuc stim CS	HMGR II inh	PMI act satM6P	G6PDH counter
> CCOC(=O)C1CCCN(c2nc3ccccc3nc2C(C#N)C(=O)NCc2ccccc2)C1 (stereo not drawn)
  16	24	0.8	8	0.8	0.9	1.1	-4	0.9	-28
> COc1ccc2cc3cc(C(=O)Nc4ccc5c(c4)OCCO5)oc3nc2c1
  -11	14	0.9	-6	0.9	1.1	1	2	0.9	-3
> O=C(NNS(=O)(=O)c1ccccc1)C1CCN(S(=O)(=O)c2ccccc2)CC1
  -11	-2	1.2	-5	1	1.1	1	1	1.2	1
> O=S(=O)(Nc1ccc(-c2cn3cccnc3n2)cc1)c1ccccc1
  -5	7	1.1	-4	0.9	1	1	-4	1	4
> O=C(O)CC1NC(=O)N(c2ccccc2)C1=O (stereo not drawn)
  -13	-11	1	-2	1.1	1	1	-4	1.2	3
> O=C(Cc1ccc(-c2ccccc2)cc1)N1CCOCC1
  -10	15	0.9	-4	0.9	1	1	0	1	2
> O=C(O)C1CCCCN1S(=O)(=O)c1ccc(Cl)s1 (stereo not drawn)
  -8	6	1	-2	0.9	1	1	-2	1.1	5
> CC1=CC(C)(C)NC(=S)N1c1ccccc1C
  -5	-4	1.1	-7	1	1.1	1	-2	1.1	8
> O=[N+]([O-])c1ccc(Nc2ccccn2)c([N+](=O)[O-])c1
  2	8	0.9	1	0.9	1	1	-12	0.8	23
> CN(C)C(=O)CCSc1nnc(-c2ccncc2)o1
  -8	-2	1	-5	1	1.1	1	-3	1.1	8
> CCCN(CCC)CC(O)CN1C(=O)N(CN2C(=O)N(CC(O)CN(CCC)CCC)C(=O)C2(C)C)C(C)(C)C1=O (stereo not drawn)
  -5	-11	1.1	-2	1.1	1	1	-3	1.1	3
> CCCCCC(=O)Nc1nc2ccccc2[nH]1
  -4	6	1.1	-4	0.9	1	0.8	-2	1.1	6
> NS(=O)(=O)c1ccc(-n2ncc3c(=O)[nH]c(SCC(=O)Nc4nccs4)nc32)cc1
  -3	21	1	-1	0.8	1	1.1	-3	1	12
> Oc1ccc(N=Nc2nc(-c3ccccc3)c(-c3ccccc3)[nH]2)cc1
  49	19	0.9	58*	0.8	0.4	1	-9	1	-2
> CCn1c(=O)cc(SCC(=O)Nc2cccc(SC)c2)c2ccccc21
  -16	16	1	-3	0.8	1	1	-4	1	15
> C/C(=N\NC(=S)Nc1cccc(C)c1)c1ccccc1
  -8	15	1	5	0.8	0.9	1	-4	1	-8
> COc1ccc(S(=O)(=O)N2N=C(c3ccc(NS(C)(=O)=O)cc3)CC2c2ccco2)cc1 (stereo not drawn)
  4	8	1.3	-6	0.9	1.1	1	1	0.9	-4
> Cc1cc(C)cc(N(C(=O)CNS(=O)(=O)c2ccccc2)C(C(=O)NCc2ccccc2)c2ccc(C)o2)c1 (stereo not drawn)
  -17	13	0.8	-2	0.9	1	1	-3	0.9	6
> CCOC(=O)c1c(C)[nH]c(N=Nc2ccccc2)c1C
  37	17	0.8	19	0.8	0.8	1	-2	0.9	6
> OC1(C#CCN2CCOCC2)CCCCC1
  -11	7	1.1	-2	0.9	1	1	-3	1.1	-1

Compound activity (PubChem)
